V1R ag counter – counter-screen for oxytocin receptor agonists: human V1a receptor agonists. P37288. CHO-V1R cells, Fluo-8 calcium fluorescence, agonist mode; 0% DMSO, 100% 3 nM vasopressin. activation, % at 3 µM. 320,000 tested, 0.25% active. AID 2797;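 active = activation above the mean activation of all tested compounds plus 3 SD, per screening run, cut at about 20% in these data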;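 also: signal is peak over basal fluorescence ratio across a 100 second FLIPR read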
Target sequence (P37288 whole entry, looked up): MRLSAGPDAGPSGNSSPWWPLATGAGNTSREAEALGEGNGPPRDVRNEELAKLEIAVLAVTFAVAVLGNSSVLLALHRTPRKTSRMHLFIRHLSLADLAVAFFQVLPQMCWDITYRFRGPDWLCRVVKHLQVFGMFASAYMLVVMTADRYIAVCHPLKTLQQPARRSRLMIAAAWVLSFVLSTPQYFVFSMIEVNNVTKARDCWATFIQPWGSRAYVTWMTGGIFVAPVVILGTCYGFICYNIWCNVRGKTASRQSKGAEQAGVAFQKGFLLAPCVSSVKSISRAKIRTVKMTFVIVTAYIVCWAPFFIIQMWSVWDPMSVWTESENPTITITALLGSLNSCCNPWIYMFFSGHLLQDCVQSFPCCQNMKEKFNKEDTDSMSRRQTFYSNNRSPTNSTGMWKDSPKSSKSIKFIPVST
MEKK2wt PB1 HTS – raises or lowers MEK5 binding to wildtype human MEKK2 PB1 domain; bead flow cytometry, Alexa488-MEK5 binding to MEKK2 WT; actives lie on both sides; binding response (% of control), % at 10 µM; 290,000 tested, 1.1% active; in the data active = binding response below about 67% or above about 130%
MEKK3 PB1 HTS – modulators (inhibitors or enhancers) of MEK5 binding to human MEKK3 PB1 domain; binding response (% of control), % at 10 µM; bead-based flow cytometry, Alexa488-MEK5 binding to MEKK3; actives lie on both sides; 0 = blocked by unlabeled MEK5, 100 = vehicle; AID 1529; 290,000 tested, 1.4% active; Q99759;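 active = binding response more than 3 SD above or below the average of its plate-row segment, actives on both sides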;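 also: Alexa488 bead fluorescence after subtracting the streptavidin-only scavenger bead signal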
Target sequence (Q99759 whole entry, looked up, the tested form may be a part): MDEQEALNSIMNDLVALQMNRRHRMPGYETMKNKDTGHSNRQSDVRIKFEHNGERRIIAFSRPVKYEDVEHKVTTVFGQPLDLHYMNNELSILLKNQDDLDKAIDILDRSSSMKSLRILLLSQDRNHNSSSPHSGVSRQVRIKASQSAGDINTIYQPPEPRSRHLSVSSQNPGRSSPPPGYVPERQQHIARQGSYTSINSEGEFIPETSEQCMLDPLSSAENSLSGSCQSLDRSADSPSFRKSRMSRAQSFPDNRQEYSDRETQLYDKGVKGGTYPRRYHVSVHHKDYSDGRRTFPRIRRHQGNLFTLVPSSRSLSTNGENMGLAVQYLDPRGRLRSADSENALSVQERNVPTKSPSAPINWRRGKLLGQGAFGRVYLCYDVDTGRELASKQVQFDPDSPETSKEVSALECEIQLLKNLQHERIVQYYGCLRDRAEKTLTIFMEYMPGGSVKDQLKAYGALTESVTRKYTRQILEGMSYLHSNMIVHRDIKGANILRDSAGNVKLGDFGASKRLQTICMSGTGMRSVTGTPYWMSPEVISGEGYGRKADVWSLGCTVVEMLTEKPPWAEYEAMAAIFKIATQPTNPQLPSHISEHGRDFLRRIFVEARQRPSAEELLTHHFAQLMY
GalR3 antagonist – antagonists of human GalR3 | HEK293 GalR3-CNG cAMP membrane potential fluorescence; galR3 body fused to GalR1 C-terminus | O60755 | 360,000 tested, 0.44% active | inhibition, % at 3 µM;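 active = inhibition above the screen-wide average plus 3 SD, cut at about 13% in these data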;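 also: forskolin and galanin both at EC90 stimulate the cells; cAMP rise reported by CNG channel membrane potential dye signal; 0% = forskolin plus galanin with DMSO and 100% = forskolin alone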
OXTR agonist – agonists of human oxytocin receptor | AID 2435 | 320,000 tested, 0.32% active | P30559 | CHO-OTR cells, Fluo-8 calcium fluorescence; normalized: DMSO 0%, oxytocin 100% | activation, % at 3 µM;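 active = activation above the mean of all tested compounds plus 3 SD, cutoff set per screening run, cut at about 20% in these data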;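 also: peak over basal fluorescence ratio from a 100 s FLIPR kinetic read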
NALP1 yeast inh – NALP1 inhibition; AID 2071; 280,000 tested, 0.61% active; S. cerevisiae NALP1/ASC/caspase-1 growth, X-gal OD620, 72 h; inhibition, % at 10 µM; in the data active = inhibition mostly above about 24%, no sharp cut-off; inactive = mostly below about 32%; also: some compounds called inactive have numbers as strong as hits
GPR7 antag – antagonists of human GPR7 (neuropeptides B/W receptor 1); inhibition, % at 4.4 µM; 290,000 tested, 1.1% active; GPR7-expressing cells, fluorescence antagonist assay; P48145; in the data active = inhibition above about 16%, passing the limit was not always enough;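 also: cells stimulated with the agonist NPW; 0% = agonist with vehicle and 100% = vehicle without agonist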
PHOSPHO1 inh – PHOSPHO1 (human) inhibition; Q8TCT1; recombinant PHOSPHO1, absorbance phosphatase assay; inhibition, % at 13.3 µM; 290,000 tested, 1.1% active; in the data active = inhibition above about 60%
MEKK2 mut-MEK5 – signal of MEK5 binding to mutant human MEKK2 PB1 domain | percent response, % at 10 µM | bead flow cytometry, Alexa488-MEK5 binding to MEKK2 mutant | AID 1530 | 290,000 tested, 0.35% active; in the data active = percent response above about 24%, passing the limit was not always enough; also: inactives centre near 1; some results filed as inactive read as strong as hits; reference of the scale not given here
* marks the source's active call; other numbers are inactive results; x = no result given.

SMILES	V1R ag counter	MEKK2wt PB1 HTS	MEKK3 PB1 HTS	GalR3 antagonist	OXTR agonist	NALP1 yeast inh	GPR7 antag	PHOSPHO1 inh	MEKK2 mut-MEK5
O=C(CCc1nnc(CCCCc2ccccc2)o1)NC(c1cccnc1)C(F)(F)F (configuration not stated)	2.4	103	101	-6	1.9	-9	-14	1	2
CCN1CCN(S(=O)(=O)c2ccc(Cl)c(C(=O)N(C)Cc3ccc(Cl)cc3Cl)c2)CC1	1.2	129	106	2	-0.3	24	-2	29	14
COc1cc(Br)c(CCNC(=O)c2ccco2)cc1OC	0.5	100	103	3	0.0	-6	12	27	0
COc1ccccc1-c1nc(-c2ccc(Br)o2)no1	-0.9	108	107	8	-1.7	-11	-11	-9	1
Nc1ccccc1SC1CC(=O)N(c2ccc3c(c2)OCCO3)C1=O (configuration not stated)	-0.2	101	103	1	0.0	x	-12	37	8
Cc1cc(Br)ccc1NC(=O)CCSc1ccccc1	-0.4	97	100	-7	-1.6	13	0	-6	4
CC1Sc2ccc(S(=O)(=O)CCC(=O)NC3CCCCCC3)cc2NC1=O (configuration not stated)	5.4	103	104	-7	3.1	3	-1	22	5
COc1cccc(-n2c(=O)c3ccccc3n3c(=S)[nH]nc23)c1	1.1	103	104	-6	-0.3	2	-6	-116	9
COc1cc(C(=O)NC2CC(C)(C)Cc3c2cnn3-c2ccccc2)cc(OC)c1OC (configuration not stated)	-0.8	108	105	2	-1.0	5	-10	16	4
Nc1ccccc1S(=O)(=O)c1ccccc1N	1.8	106	106	-10	1.5	-8	-2	54	5
COc1ccc(CNC(=O)c2cc(COc3c(F)cccc3F)on2)cc1OC	5.9	103	104	-3	4.3	12	-14	18	7
CCOC(=O)c1c(NC(=S)NCC2CCCO2)sc(C)c1C (configuration not stated)	0.0	90	92	-6	-2.0	5	15	36	-3
N#CC1=C2N=C(N)c3ccccc3N2C2=C(C(=O)CCC2)C1c1ccc(Cl)cc1 (configuration not stated)	2.9	98	99	-3	4.2	6	-13	4	-4
CC(=O)Nc1ccc2c(c1)C(=O)N(c1cccc(C)c1)C2=O	1.0	99	105	-4	1.2	x	-5	38	2
O=C(CCn1cnnn1)Nc1ccccc1	0.3	106	106	3	-0.1	19	-13	2	4
CCC1C(=NO)C(CC)C(c2ccccc2)NC1c1ccccc1 (configuration not stated)	-0.1	91	94	4	-2.3	-2	-27	24	-1
Cc1noc(C(=O)Nc2c(C)n(C)n(-c3ccccc3)c2=O)c1Cl	0.0	101	99	2	0.0	-1	-6	7	-5
COc1cc(NC(=O)c2cccs2)ccc1NC(=O)c1cc2ccccc2o1	-0.2	95	97	-5	0.3	2	-7	-23	-5
COCCCNC(=S)N(CCO)Cc1cc2cc3c(cc2[nH]c1=O)OCCO3	-0.5	111	107	0	-0.9	-5	-1	41	10
CCN(CCCNC(=O)CN(C)S(=O)(=O)c1ccc2c(c1)CCC(=O)N2)c1cccc(C)c1	0.6	100	104	-6	1.5	-4	-8	-2	1
O=c1[nH]c(C2CCN(S(=O)(=O)c3ccc4c(c3)OCCO4)CC2)nc2c1nnn2Cc1cccc(F)c1	-0.5	97	101	-8	-0.3	2	4	17	0
Cc1nn(-c2ccccc2)c(Cl)c1/C=N/NC(=O)c1ccc(CNc2ccccc2)o1	0.1	106	118	1	-0.9	29	-26	5	0
Cc1cc(C(=O)N2CCc3ccccc3C2)on1	0.8	95	95	1	-0.6	10	-3	36	0
O=C(Nc1cccc(-c2nc3ncccc3o2)c1)c1ccccc1	-0.3	102	91	-10	-2.2	-6	-21	12	-1
CC(/C=N/n1c(-c2ccccc2)n[nH]c1=S)=C\c1ccco1	-1.1	96	93	-7	-1.3	30	-9	84*	2
O=C(CCNS(=O)(=O)c1cccc2nsnc12)NC1CCN(Cc2ccccc2)CC1	-0.9	104	109	-2	-1.8	31	-10	14	-1
CC(=O)N1CCc2cc(S(=O)(=O)NC(CC(C)C)C(=O)N3CCn4c3nc3ccccc34)ccc21 (configuration not stated)	-1.2	101	103	-6	0.6	42	-10	-14	-2
CCCCN(C)CCN1C(=O)C2C(C(=O)Nc3ccc(Cl)cc3)C3C=CC2(O3)C1C(=O)NC1CCCCC1 (configuration not stated)	-0.7	103	102	-9	1.3	0	-1	14	1
Cc1ccc(C(=O)O)cc1S(=O)(=O)NCC1CCCO1 (configuration not stated)	1.7	112	112	1	1.5	6	-7	-8	8
Cn1nc2c3ccccc3n(Cc3ccc(F)cc3)c2nc1=S	-0.8	92	99	-3	1.1	8	-10	29	-1

Grouped by structure, the compounds so far with a Cl atom (5)
SMILES	V1R ag counter	MEKK2wt PB1 HTS	MEKK3 PB1 HTS	GalR3 antagonist	OXTR agonist	NALP1 yeast inh	GPR7 antag	PHOSPHO1 inh	MEKK2 mut-MEK5
CCN1CCN(S(=O)(=O)c2ccc(Cl)c(C(=O)N(C)Cc3ccc(Cl)cc3Cl)c2)CC1	1.2	129	106	2	-0.3	24	-2	29	14
N#CC1=C2N=C(N)c3ccccc3N2C2=C(C(=O)CCC2)C1c1ccc(Cl)cc1 (configuration not stated)	2.9	98	99	-3	4.2	6	-13	4	-4
Cc1noc(C(=O)Nc2c(C)n(C)n(-c3ccccc3)c2=O)c1Cl	0.0	101	99	2	0.0	-1	-6	7	-5
Cc1nn(-c2ccccc2)c(Cl)c1/C=N/NC(=O)c1ccc(CNc2ccccc2)o1	0.1	106	118	1	-0.9	29	-26	5	0
CCCCN(C)CCN1C(=O)C2C(C(=O)Nc3ccc(Cl)cc3)C3C=CC2(O3)C1C(=O)NC1CCCCC1 (configuration not stated)	-0.7	103	102	-9	1.3	0	-1	14	1

More compounds follow.
SMILES	V1R ag counter	MEKK2wt PB1 HTS	MEKK3 PB1 HTS	GalR3 antagonist	OXTR agonist	NALP1 yeast inh	GPR7 antag	PHOSPHO1 inh	MEKK2 mut-MEK5
CC(O)[C@H]1CN=C(N)N1CC1CCCCC1 (some centres not stated)	1.1	100	90	1	0.9	x	x	x	-3
COc1ccc(OC(=O)c2ccc(Cl)cc2)c(C(C)=O)c1	1.4	89	95	-6	0.3	15	-6	-1	-12
CC1(C)Cc2c(c(-c3ccccc3Cl)[nH]c(=O)c2C#N)CO1	-0.1	99	98	-2	1.0	x	-6	36	0
Cc1oc(C(N)=O)cc1COc1ccc(C(N)=O)cc1	0.3	102	99	-6	0.3	4	-7	28	-3
Cc1cc(C)cc(C(=O)Nc2cccnc2)c1	0.1	105	103	-3	0.6	19	-4	8	1
Cc1ccc(CNC(=O)C2CC(c3ccccc3C(F)(F)F)=NO2)cc1 (configuration not stated)	-0.4	96	98	-7	0.5	x	x	-4	2
COc1ccc([N+](=O)[O-])cc1Nc1ncnc2ccccc12	-1.2	95	102	-3	-0.7	-2	1	41	-4
Cc1cc(Br)cc(C)c1OCC(=O)NNC(=O)c1cccs1	4.2	98	97	-1	0.5	24	-6	23	-3
Cc1cc(Nc2ccc([N+](=O)[O-])cc2)nc2ccccc12	-0.6	95	100	-3	-2.4	2	-9	32	-1
CC(C)c1nnc(NC(=O)c2sc3ccccc3c2Cl)s1	2.1	104	99	-5	-1.4	8	9	48	11
CCOc1cc(N2CCOCC2)c(OCC)cc1NC(=O)c1oc2ccccc2c1C	-0.6	105	101	-4	2.2	0	-4	16	0
CC/C(=N/Nc1ccccc1)c1cnnc(SC)n1	-0.5	x	x	-3	-2.5	2	-4	-135	x
O=C(NCCN1CCOCC1)c1ccc2c(c1)N(Cc1ccccc1)C(=O)CS2	0.7	114	107	-5	0.5	-8	-10	24	12
C=CCOc1ccccc1CN1CCN(CCc2ccccc2)C(CCO)C1 (configuration not stated)	0.1	117	112	-1	-0.1	5	-13	8	12
COc1ccc(Cn2cccc(NC(=O)Nc3cccc(C#N)c3)c2=O)cc1	6.0	101	106	-5	0.9	10	-3	25	3
COc1cc(/C=C/C2=CC(C)(C)NC(=S)N2)cc(OC)c1OC	-0.6	100	99	0	-2.1	4	-4	-96	-1
CCN(CC)C(=O)Cn1nc(C)c2ccccc2c1=O	0.5	93	91	-2	0.1	2	-10	17	-3
COc1cccc2c1Oc1ncccc1N(C(=O)CCC(=O)NCc1ccccc1)C2	0.8	100	100	1	-2.5	7	12	-18	-2
O=C1OC(COc2ccc(Br)cc2)CN1c1ccccc1 (configuration not stated)	0.1	104	107	-4	-1.3	x	16	8	5
COc1ccc(S(=O)(=O)N(CCCN2CCOCC2)Cc2cccc3ccccc23)cc1	2.5	118	106	x	0.4	39*	11	-14	19
COc1ccccc1CNCc1cc(Br)ccc1OC	2.1	100	98	-8	1.6	12	3	-20	0
COc1ccc(-c2csc(NC(=O)Cc3ccccc3)n2)cc1OC	2.7	101	101	-7	-0.1	6	4	43	4
Cc1c(C=O)c2cc(OCc3ccccc3)ccc2n1C	0.3	102	105	-13	0.3	-13	-8	29	7
FC(F)(F)c1cccc(NC(=S)NCCN2CCOCC2)c1	0.3	106	107	1	-1.5	28	8	7	0
CCCCCCn1c(=O)[nH]c2nc3cc(N)ccc3nc2c1=O	74*	99	103	0	96*	25	16	-15	6
CC1Sc2ccc(S(=O)(=O)N3CCC(C(=O)Nc4ccc(Cl)cc4)CC3)cc2NC1=O (configuration not stated)	5.4	103	98	11	3.7	-5	61*	44	0
CCOC(=O)C1CCN(c2ncnc3c2nnn3Cc2ccccc2Cl)CC1	-0.2	93	97	0	-1.6	-6	22*	19	-7
COc1cccc(N2CC(C(=O)Nc3nnc(SCC(=O)NCc4ccco4)s3)CC2=O)c1 (configuration not stated)	0.6	104	103	7	0.1	11	-20	34	2
O=C(CSc1ncn[nH]1)N1N=C2/C(=C/c3ccco3)CCCC2C1c1ccco1 (configuration not stated)	0.1	110	106	-1	-1.1	15	-4	87*	3
Cc1ccc(C)c(/C=N/NC(=S)NC(C)C)c1	0.0	94	91	-6	-1.9	15	-23	-15	-3
C(=N\Nc1nc2ccccc2s1)/c1cccs1	-1.0	101	104	-5	-1.5	-3	3	25	2
Cc1ccc(C)c(/C=N/Nc2nc3ccccc3c(=O)n2O)c1	0.0	102	104	-4	-0.4	x	-1	-122	4
COc1ccc(CC(=O)NCc2cccc(CNC(=O)Cc3ccc(OC)c(OC)c3)c2)cc1OC	-0.1	102	96	-9	-0.9	2	-9	14	4
O=C(NCc1ccco1)C(c1ccncc1)N(C(=O)Cn1nnc2ccccc21)c1ccccc1F (configuration not stated)	0.7	109	104	-7	0.2	-19	-8	14	4
CCOC(=O)C1=C(N)OC2=C(C(=O)CC(C)(C)C2)C1C1CCCCC1 (configuration not stated)	-2.0	106	112	-8	-2.5	10	8	16	6
COc1ccccc1N1CCN(C2CCCN(Cc3ccc(Cl)cc3)C2)CC1 (configuration not stated)	0.4	106	104	-2	-1.3	10	0	44	5
O=C(Cc1ccccc1)NNC(=O)c1ccc(NC(=O)c2ccccc2)cc1	0.5	111	106	-7	-0.2	12	-8	27	-1
C=CCn1cnc2c(c1=O)c1nc3ccccc3nc1n2/N=C/c1cccc(OC)c1OC	0.1	x	x	-9	-0.4	8	x	2	x
O=C(c1ccc(Sc2ccccc2)c([N+](=O)[O-])c1)N1CCOCC1	1.4	106	103	8	0.7	5	-6	31	4
NS(=O)(=O)c1ccc(CCNC(=O)c2cccc(OC(F)F)c2)cc1	0.4	95	101	-7	-0.2	9	9	-7	-6
COc1cccc(NC(=S)N2CCn3c(nc4ccccc43)C2)c1	1.2	86	93	-2	1.0	5	-6	-2	-12
C=CCC(NCc1ccccc1)c1ccc(Cl)cc1 (configuration not stated)	-0.8	94	91	-4	-2.8	18	0	-8	-4
COc1ccc(NS(=O)(=O)c2cc3c(cc2C)N(C(C)=O)CCO3)cc1	1.2	101	101	x	1.1	2	-1	28	-2
Cc1c(S(=O)(=O)N2CCN(c3cccc(Cl)c3)CC2)c(=O)n(C)c(=O)n1C	0.9	109	102	-5	-0.9	-18	-7	14	5
